# Compound activity as filed in PubChem BioAssay.
# PPC-1+TRAIL kill = kills PPC-1 cancer cells in the presence of TRAIL | PPC-1 cells + TRAIL, ATPLite viability luminescence | cell killing (% activity), % at 4 µM | hit rate 0.41% among 220,000 | AID 1443;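 active = cell killing above 50% in the first pass at 4 µM, then a duplicate retest at 5 µM averaging 50% or more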;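 note: plate controls were cells with TRAIL plus DMSO for no effect and medium-only wells lacking cells for full effect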
# Runt-SMMHC FRET = inhibitors of human RUNX1 Runt domain binding to CBFb-SMMHC. hit rate 0.74% among 220,000. Cerulean-Runt/Venus-CBFb-SMMHC FRET ratio 530/480, 1 h. inhibition, % at 20 µM. Q01196+Q13951;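 active = mean inhibition across duplicate retests at 20 µM reaching about 50%, limit read from the data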;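 note: 0% = DMSO wells and 100% = wells with excess untagged CBFb-SMMHC; inhibitors lower the FRET ratio by blocking Runt binding to CBFb-SMMHC; some results filed as inactive read as strong as hits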
# Target sequence (Q01196 whole entry, looked up, the tested form may be a part): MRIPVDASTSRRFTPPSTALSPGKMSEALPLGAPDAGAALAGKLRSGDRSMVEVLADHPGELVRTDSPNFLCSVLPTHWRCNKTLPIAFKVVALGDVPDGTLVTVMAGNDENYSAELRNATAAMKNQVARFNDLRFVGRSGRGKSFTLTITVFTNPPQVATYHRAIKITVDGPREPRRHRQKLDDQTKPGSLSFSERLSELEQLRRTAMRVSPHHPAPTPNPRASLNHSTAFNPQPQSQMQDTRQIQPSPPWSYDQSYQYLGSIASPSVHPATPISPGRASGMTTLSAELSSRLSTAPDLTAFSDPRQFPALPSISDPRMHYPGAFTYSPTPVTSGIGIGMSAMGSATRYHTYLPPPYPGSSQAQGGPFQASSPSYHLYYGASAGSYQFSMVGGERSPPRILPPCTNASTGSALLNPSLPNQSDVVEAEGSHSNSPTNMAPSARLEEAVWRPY
# Target sequence (Q13951 whole entry, looked up, the tested form may be a part): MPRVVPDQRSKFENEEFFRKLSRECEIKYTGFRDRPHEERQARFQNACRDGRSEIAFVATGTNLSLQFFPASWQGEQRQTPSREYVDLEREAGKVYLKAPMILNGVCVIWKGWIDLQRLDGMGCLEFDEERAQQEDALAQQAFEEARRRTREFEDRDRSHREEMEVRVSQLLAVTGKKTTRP
# CHOP inhibitor = inhibitors of CHOP induction in ER stress response. inhibition, % at 10 µM. CHO-K1 CHOP-promoter luciferase, tunicamycin-induced, 15-18 h. hit rate 3.8% among 220,000;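 active = compounds that reduced the stress-induced luciferase reporter signal by more than about 70% of percent inhibition, limit read from the data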;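 note: 0% = tunicamycin plus vehicle and 100% = wells without tunicamycin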
# NCF1 inh = blocks human p47phox regulatory protein of NADPH oxidases; AID 1274; p47phox/p22phox peptide binding, fluorescence polarization, 2 h; hit rate 0.53% among 220,000; P14598; inhibition, % at 24.7 µM;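 active = inhibition above about 30%, limit read from the data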;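 note: 0% = p47phox with labelled peptide and 100% = labelled peptide alone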
# Target sequence (P14598 whole entry, looked up): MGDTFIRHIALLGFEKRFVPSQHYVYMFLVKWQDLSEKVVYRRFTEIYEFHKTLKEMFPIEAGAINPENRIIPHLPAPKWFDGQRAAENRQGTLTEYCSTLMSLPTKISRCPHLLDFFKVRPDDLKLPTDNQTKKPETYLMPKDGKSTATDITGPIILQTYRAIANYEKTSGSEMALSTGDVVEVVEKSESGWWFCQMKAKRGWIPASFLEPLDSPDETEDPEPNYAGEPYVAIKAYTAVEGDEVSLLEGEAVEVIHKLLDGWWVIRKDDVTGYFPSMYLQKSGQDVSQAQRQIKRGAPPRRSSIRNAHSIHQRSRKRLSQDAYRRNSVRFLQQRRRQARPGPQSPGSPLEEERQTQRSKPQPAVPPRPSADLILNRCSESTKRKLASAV
# TNF necrop inh = blocks TNF-alpha induced death of Jurkat FADD-/- cells; Jurkat FADD-/- TNF necroptosis rescue, ATP luminescence, 24 h; 0 = TNF only, 100 = no-TNF cells; activation (protection from cell death), % at 10 µM; hit rate 0.068% among 220,000; AID 463075;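 active = activation, meaning protection from cell death, of at least 50% relative to plate controls; inactive = activation below 50%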;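 note: necroptosis triggered by 40 ng/mL TNF-alpha added together with compound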
# zfTRPN1 agonist = agonists of zebrafish TRPN1 channel; HEK293 zebrafish TRPN1-YFP, Fluo-8 calcium fluorescence; 100% = response to 87 µM carbachol; activation, % at 3 µM; hit rate 0.18% among 220,000;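 active = activation above its plate's cutoff, the mean activation of test wells on that plate plus 3 SD, cut at about 19% in these data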;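 note: 0% = DMSO alone and 100% = 87 µM carbachol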
#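 Material – zebrafish TRPN1-YFP in HEK293 cells · Doses – 3 µM single point · Schedule – dye 1 h 37 °C plus 30 min RT · Signal – Fluo-8 calcium fluorescence, excitation 470-495 nm, emission 515-575 nm · Read-out – % activation versus carbachol response · Control set – carbachol high, DMSO low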
# Mdm2 ligase inh = inhibitors of human Mdm2 E3 ubiquitin ligase; hit rate 0.11% among 210,000; signal enhancement, % at 5 µM; cell-based MDM2 ubiquitination luciferase reporter, 2 h; 0 = plate control, 100 = twice control, blank-subtracted;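 active = signal enhancement of 30% or more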;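 note: luminescence tracks abundance of the self-degrading MDM2-luciferase fusion protein; higher signal means inhibition of MDM2 E3 ligase activity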
#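 Assay system: stable mammalian line carrying autodegrading MDM2–luciferase fusion reporter; amount: 2000 cells seeded into each well; buffer or medium: DMEM; benchmarks: plate control and blank wells; signal: luciferase luminescence; timing: 2 h compound exposure at 37 °C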
# EBV gp42 block = blocks Epstein-Barr virus glycoprotein 42 binding; hit rate 0.42% among 220,000; Q1HVG2; inhibition, % (tested at 21.74 µM); Fluorescence polarization binding assay, mP read-out; in the data active = inhibition above about 50%
# TRPML3 ag = agonists of human TRPML3 channel | HEK293 TRPML3-YFP, Fluo-8 calcium fluorescence; 100% = the carbachol control signal | Q8TDD5 | hit rate 0.29% among 220,000 | activation, % at 3 µM;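 active = activation above its plate's cutoff, the mean activation of the plate's test wells plus 3 SD, cut at about 12% in these data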;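 note: 0% = DMSO only wells and 100% = carbachol wells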
#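 Test system: TRPML3-YFP stable HEK293 cells. Doses: single point at 3 µM. Incubation: dye loading 1 h 37 °C then 30 min ambient, 125 s read. Signal: Fluo-8 calcium dye fluorescence, ex 470-495, em 515-575 nm. Measure: percent activation from peak-to-basal fluorescence ratio, scaled between DMSO and carbachol.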
# * = called active by the depositor; / = not tested or not shown.
no.	SMILES	PPC-1+TRAIL kill	Runt-SMMHC FRET	CHOP inhibitor	NCF1 inh	TNF necrop inh	zfTRPN1 agonist	Mdm2 ligase inh	EBV gp42 block	TRPML3 ag
1	COc1cccc(CNC(=O)CCC2CCCN(Cc3cc4ccccc4o3)C2)c1 (centres undefined)	-4	0	-5	-4	1.0	-0.1	-12	2	1.2
2	COc1ccc(C(=O)/C=C/N2CCCCC2)cc1OC	16	2	-5	-7	0.9	0.8	-12	-4	1.8
3	CC(=O)NC1=NN(C(C)=O)C(c2cccc([N+](=O)[O-])c2)S1 (centres undefined)	0	-3	-14	5	0.3	0.6	4	-8	1.2
4	C=CCn1c(SCC(=O)N2CC(=O)Nc3ccccc32)nc2scc(-c3cccs3)c2c1=O	22	-1	17	-64	-8.9	0.2	-17	-37	-0.7
5	Cc1ccc(SCC(=O)N(C)C2CCS(=O)(=O)C2)cc1 (centres undefined)	20	-6	16	-5	0.6	1.1	-9	-9	0.8
6	Nc1ccc(C#Cc2ccccc2)cc1	-4	1	28	-4	-18	1.0	17	-7	0.4
7	CCOC(=O)C1(CCOC)CCN(Cc2ccc(COC)o2)CC1	0	-5	-16	4	0.2	0.6	-3	-14	0.6
8	COc1ccccc1N1CCN(S(=O)(=O)c2cnc[nH]2)CC1	24	-2	6	-9	-0.2	0.4	-10	7	1.0
9	Nc1c(C(=O)NC2CCCC2)sc2nc(-c3cccs3)ccc12	2	26	61	-14	-4.0	-0.1	-12	10	-0.4
10	Cc1csc(NC(=O)C2CCN(C(=O)c3ccccc3C)CC2)n1	12	-4	-3	6	1.5	3.3	4	-5	0.9
11	COc1ccc(N2CCN(C(=O)CSc3nnc4c(C)cc5ccc(C)c(C)c5n34)CC2)cc1	12	0	29	4	-8.2	0.7	6	-24	-0.1
12	O=C(Nc1ccc(NC(=O)c2cccs2)cc1)c1ccc(Br)o1	25	-3	90*	-18	1.5	2.2	-3	-11	1.0
13	C/C(=N\NC(=O)c1cccc(S(=O)(=O)Nc2ccccc2Cl)c1)c1ccc(-n2ccnc2)cc1	-15	-10	18	-8	1.2	-1.4	-5	19	0.3
14	O=C(Nc1nc(-c2ccc(-c3ccccc3)cc2)cs1)C1=COCCO1	-5	-2	10	11	2.1	1.5	-4	-30	0.9
15	CC(C)CN(CC(C)C)S(=O)(=O)N1CCC(C(=O)NCc2ccc(F)cc2)CC1	-9	0	28	5	0.4	0.2	-3	-29	0.8
16	Cn1c(/C=C/N(Cc2ccccc2)c2ccccc2)c([N+](=O)[O-])c(=O)n(C)c1=O	14	-1	21	-7	1.6	-0.1	3	-3	0.8
17	O=C(CSc1nnc(-c2ccco2)c(-c2ccco2)n1)Nc1ccccc1	7	-9	-22	2	-1.5	0.3	-9	23	0.4
18	CC(C)(C)c1[nH]nc2c1C(Cc1ccccc1)C(C#N)=C(N)O2 (centres undefined)	9	1	49	-10	-1.4	-0.6	7	-15	-0.5
19	COc1ccc(OC)c(-c2nc3cc4ccccc4cc3nc2-c2ccccc2)c1	6	-150	25	-9	-3.6	0.3	6	-26	0.6
20	O=C(N[C@@H](Cc1ccccc1)c1nc2ccccc2[nH]1)c1cc([N+](=O)[O-])ccc1Cl	24	-1	30	-9	4.4	-0.4	-4	-35	0.2
21	N#CC1=C(N)Oc2c(sc3ccccc23)C1c1ccco1 (centres undefined)	1	9	1	-29	-16	3.1	-13	-1	0.6
22	O=c1[nH]c(Nc2ccc(F)cc2)cc2ccccc12	22	15	58	-21	-0.7	0.6	-7	17	1.8
23	CCCCn1c(=N)n(CC(=O)c2ccc([N+](=O)[O-])cc2)c2ccccc21	34	3	33	-2	-12	0.0	-15	1	0.9
24	CNc1nnc(-c2ccc(OC)cc2)s1	40	-5	-4	-3	-1.0	-0.8	-30	-8	0.0
25	CCCCSc1nnc(-c2ccc(NC(=O)CCc3ccccc3)cc2)n1C	27	2	4	-3	2.0	-0.7	1	-13	0.1
26	O=C(Nc1ccc(CN2CCOCC2)cc1)c1ccc(-c2cc(Cl)ccc2Cl)o1	15	-2	68	-64	-0.5	1.1	-22	-6	1.5
27	O=C(Nn1c(O)c(C=C2N=c3ccccc3=N2)sc1=S)c1ccccc1Cl	10	0	21	-45	-5.3	-0.4	-11	-10	0.9
28	COc1cccc(C(=O)NC(C)C(c2cccs2)N2CCN(C)CC2)c1 (centres undefined)	8	1	13	-8	0.5	1.2	6	-21	0.6
29	Cc1ccc(Nc2nc(=O)c3cccnc3s2)c(Br)c1	2	1	-20	1	-1.0	-2.8	-4	0	-1.6
30	COCCNC(=O)C(OC(=O)CC1Sc2ccccc2NC1=O)c1ccccc1 (centres undefined)	27	-9	7	-8	-0.7	0.8	-7	-21	0.5
31	COc1ccc(-c2nnn(CC(=O)NCc3cccs3)n2)cc1OC	-2	-1	36	5	-0.1	2.0	2	0	1.1
32	O=C(CC1SCCNC1=O)Nc1cccc(Cl)c1 (centres undefined)	-2	2	5	-8	0.3	-0.9	-11	-19	0.6
33	CSc1oc(-c2ccccc2)nc1S(=O)(=O)c1ccc(F)cc1	-13	4	51	-2	-0.6	-1.0	3	-18	-0.5
34	CCCn1nnc(NC(=O)c2ccc(Br)cc2)n1	21	-1	-18	3	-0.3	-0.2	-9	-20	-0.1
35	Cc1ccc2nc(C)c(C(=O)N/N=C/c3ccc(N4CCOCC4)cc3)cc2c1	24	5	20	-2	0.6	0.0	-9	-8	0.0
36	O=C(Nc1ccccc1N1CCOCC1)c1ccc2c(c1)OCO2	20	-8	10	-5	0.4	0.2	-6	-7	-0.4
37	CC1CN(Cc2ccccn2)CCC1=O (centres undefined)	6	0	46	-14	1.5	-0.8	-5	-11	0.5
38	CCCCNC(=O)c1ccc(N2CCC3(CC2)OCCO3)c([N+](=O)[O-])c1	11	0	4	2	4.1	0.2	-2	6	0.8
39	Cc1ccc2nc(SCC(=O)Nc3c(F)cccc3F)[nH]c2c1	18	-2	6	-7	2.5	-3.0	-8	14	-0.9
40	NC(CSCc1cccc(Br)c1)C(=O)O (centres undefined)	22	-3	29	-7	-0.4	0.7	18	-3	0.4
41	O=C1CCc2cc(S(=O)(=O)N3CCN(C(=O)c4ccco4)CC3)ccc2N1	2	-4	28	-6	0.4	0.6	-11	-21	0.9
42	CCNC(=S)NNC(=O)c1csc(C)c1	2	-5	-1	-19	0.3	-0.3	5	-22	0.2
43	Cc1ccc(-n2cc(CN3CCNC(=O)CC3)c(-c3cccc(C)c3)n2)cc1	2	-5	23	-9	3.6	1.5	6	2	0.6
44	Cc1ccc2ncnc(Oc3ncccc3[N+](=O)[O-])c2c1	4	-8	10	-8	-4.3	1.2	-5	2	0.7
45	COc1ccc(C2=NN(CN3C(=O)C(=O)c4ccccc43)C(c3ccc(OC)cc3)C2)cc1 (centres undefined)	14	-10	-13	9	-2.0	-0.2	0	6	-0.3
46	CC1CCN(S(=O)C23CC4CC(CC(C4)C2)C3)CC1 (centres undefined)	/	/	20	-7	-0.7	1.9	-17	-6	0.3
47	O=C(COc1cc(O)c2c(=O)cc(-c3ccccc3)oc2c1)c1ccc(F)cc1	14	3	19	32*	-1.7	0.6	-3	4	0.3
48	Cc1c(C(=O)Nc2ccc(Cl)cc2)c2ccccn2c1C(=O)c1ccccc1	5	-27	4	1	-7.1	1.0	-5	-6	0.7
49	CCCCN(C(=O)/C=C/c1ccc(OCC(C)C)c(OCC)c1)c1c(N)n(CCC)c(=O)[nH]c1=O	-1	0	24	/	-0.6	0.4	5	-17	0.9
50	CCOC(=O)c1cccc(S(=O)(=O)N(CCO)Cc2cc3cc(OC)ccc3[nH]c2=O)c1	22	-5	38	6	-5.5	0.1	14	-1	0.9

# One compound at a time, from the list above. Order of values: PPC-1+TRAIL kill | Runt-SMMHC FRET | CHOP inhibitor | NCF1 inh | TNF necrop inh | zfTRPN1 agonist | Mdm2 ligase inh | EBV gp42 block | TRPML3 ag
# Shown for Cc1ccc2nc(SCC(=O)Nc3c(F)cccc3F)[nH]c2c1 = 18 | -2 | 6 | -7 | 2.5 | -3.0 | -8 | 14 | -0.9
# Shown for CCNC(=S)NNC(=O)c1csc(C)c1 = 2 | -5 | -1 | -19 | 0.3 | -0.3 | 5 | -22 | 0.2
# Shown for O=C(Nn1c(O)c(C=C2N=c3ccccc3=N2)sc1=S)c1ccccc1Cl = 10 | 0 | 21 | -45 | -5.3 | -0.4 | -11 | -10 | 0.9

# (listing goes on)
no.	SMILES	PPC-1+TRAIL kill	Runt-SMMHC FRET	CHOP inhibitor	NCF1 inh	TNF necrop inh	zfTRPN1 agonist	Mdm2 ligase inh	EBV gp42 block	TRPML3 ag
51	Cn1c(=O)oc2cc(S(=O)(=O)NCc3ccncc3)ccc21	10	-3	19	-24	-1.8	2.6	-13	-17	0.6
52	CC(Oc1ccc(Cl)cc1Cl)c1ccnc2nc(N3CCOCC3)nn12 (centres undefined)	11	-2	38	-4	-0.8	-1.6	-13	-7	-0.2
53	CCN1CCCC1CNC(=O)CCc1nc(-c2ccc(C)cc2)no1 (centres undefined)	11	3	-1	0	-0.9	0.5	-12	-12	-0.1
54	CCOC(=O)c1cccc(NC(=O)c2ccc(N(C)C)cc2)c1	28	-4	0	-2	0.8	-1.0	-5	-13	-0.2
55	Cn1c(=O)c2c(nc(SCCCC#N)n2Cc2ccccc2F)n(C)c1=O	22	-6	-18	-1	-0.1	0.8	-5	-15	1.4
56	Cn1nc(-c2ccccc2)c(-c2nc(-c3cccc(C(F)(F)F)c3)no2)c1Cl	10	0	49	-7	0.5	-0.2	-21	25	0.2
57	COc1ccc(OCC(=O)Nc2cc3oc4ccccc4c3cc2OC)cc1	4	1	39	-9	2.2	0.8	0	-5	0.8
58	CCOc1ccc2nc(NC(=O)Nc3ccccc3)sc2c1	-5	-2	-20	-8	3.4	-0.4	-20	-13	1.5
59	CC1(N2CCOCC2)C(=O)c2ccccc2C1=O	-3	1	10	-1	0.6	0.9	-3	8	0.4
60	O=C(NCc1ccco1)c1ccccc1NC(=O)C1CC(=O)N(c2ccc(Cl)cc2)C1 (centres undefined)	3	0	8	-4	-0.4	-1.1	8	-11	-0.1
61	Cc1cc2ccccc2c(=O)n1CC(=O)N1CCN(c2cccc(Cl)c2)CC1	7	-2	42	-7	-0.5	-0.2	-7	-12	0.1
62	O=C(Cn1c(=O)oc2ccccc21)Nc1ccccc1N1CCOCC1	-15	-1	-5	-5	0.4	0.3	-14	-13	0.8
63	CCOc1cc(S(=O)(=O)N2CCC(c3nc4ccccc4s3)CC2)c(OCC)cc1S(=O)(=O)N1CCCCC1	5	2	6	-17	-8.0	0.5	-15	-6	0.5
64	Cc1noc(C)c1CSc1nnc(-c2ccccc2)n1Cc1ccco1	7	3	24	-17	-3.6	0.1	-23	-5	0.1
